TMEM16A act – TMEM16A chloride channel activators or potentiators, primary screen, cell-based, HTS; Anoctamin-1 (Mus musculus), Q8BHY3; HEK293 TMEM16A/YFP-H148Q/I152L, iodide quench fluorescence; stronger effect = lower value; B-score at 10 µM; actives 0.3% (n = 340,000); AID 623877, 2012;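 active means fluorescence-ratio B-score plate-corrected deviation score at least 3 library SD below zero, with starting fluorescence score within 5 deviations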;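 further: channel opened by trigger with iodide after compound preincubation; score built on the fluorescence ratio of max minus min over baseline; more negative score means more quench and so TMEM16A activation or potentiation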
ANO1 block – TMEM16A chloride channel inhibitors, primary screen, cell-based, HTS | AID 588511, 2011 | normalized B-score (activity score, 25-100; higher = stronger inhibition) at 10 µM | actives 1.2% (n = 310,000) | Anoctamin-1 (Mus musculus), Q8BHY3 | HEK293 TMEM16A/YFP iodide influx fluorescence, ionomycin;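 active means ratio plate-corrected score three or more library SD toward inhibition, starting fluorescence score within five deviations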;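 further: score derived from kinetic fluorescence span divided by baseline fluorescence per well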
RGS4 inh – RGS4 inhibitors, primary screen, cell-based, HEK293 M3R inducible RGS4, calcium flux. AID 463165, 2010. Fluo-4 calcium flux; stronger effect = higher value; triggered by carbachol at its EC20. B-score at 10 µM. Regulator of G-protein signaling 4 (Homo sapiens), P49798. actives 0.45% (n = 310,000);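 active means B-score, a plate-corrected calcium signal, over three deviations above library mean, with baseline fluorescence within five deviations of library mean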;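 further: RGS4 expression induced by doxycycline in cells with stable M3 receptor; B-score is computed from the integrated fluorescence ratio over baseline after carbachol; higher B-score means a larger calcium signal and so more RGS4 inhibition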
Target sequence (P49798 whole entry, looked up): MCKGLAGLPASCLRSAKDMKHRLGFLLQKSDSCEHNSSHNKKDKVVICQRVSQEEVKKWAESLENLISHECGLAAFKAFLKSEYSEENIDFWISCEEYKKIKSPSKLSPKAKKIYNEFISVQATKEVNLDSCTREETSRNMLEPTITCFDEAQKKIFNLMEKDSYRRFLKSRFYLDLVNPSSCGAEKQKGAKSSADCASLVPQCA
TRPC4 inh – inhibitors of mouse TRPC4 channel, primary screen, Fluo4 calcium, HEK293 TRPC4beta/mu-opioid cells; B-score at 10 µM; actives 0.39% (n = 300,000); AID 2247, 2010; DAMGO-evoked Fluo4 calcium flux; stronger effect = lower value; Short transient receptor potential channel 4 (Mus musculus), Q9QUQ5;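 active means B-score over 3 SD under the library average, no early fluorescence shift, positive overall ratio signal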
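Material: HEK293 cells with stable TRPC4beta plus mu-opioid receptor expression; probe or stimulus: DAMGO in two steps, submaximal then maximal; technique: Fluo4 calcium fluorescence by kinetic imaging, 5 s 1 Hz baseline; measure: integrated fluorescence ratio relative to baseline, converted to per-well B score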
TRPC6 act – mouse TRPC6 channel activators, primary screen, cell-based, HEK293, membrane potential dye. Short transient receptor potential channel 6 (Mus musculus), Q61143. HEK293-TRPC6 membrane potential dye fluorescence; stronger effect = higher value. B-score at 10 µM. actives 0.13% (n = 310,000). AID 2550, 2010;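 active means B-score of the integrated fluorescence ratio above library mean plus 3 SD, and starting fluorescence ratio within library mean plus 5 SD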;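 further: higher score means more depolarization so channel activation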
MrgX1 antagonist – antagonists of human MrgX1 receptor, primary screen, HEK293 cells, Fluo-4 calcium flux; AID 588676, 2011; actives 1.3% (n = 310,000); B-score at 10 µM; BAM8-22 antagonism; stronger effect = lower value;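 active means calcium-response B-score plate-corrected more than 3 library SD below zero, starting fluorescence within 5 deviations, no agonist response on first addition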;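 further: peak minus trough fluorescence over baseline after final BAM8-22 challenge near maximal dose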
Target sequence (Q96LB2 whole entry, looked up): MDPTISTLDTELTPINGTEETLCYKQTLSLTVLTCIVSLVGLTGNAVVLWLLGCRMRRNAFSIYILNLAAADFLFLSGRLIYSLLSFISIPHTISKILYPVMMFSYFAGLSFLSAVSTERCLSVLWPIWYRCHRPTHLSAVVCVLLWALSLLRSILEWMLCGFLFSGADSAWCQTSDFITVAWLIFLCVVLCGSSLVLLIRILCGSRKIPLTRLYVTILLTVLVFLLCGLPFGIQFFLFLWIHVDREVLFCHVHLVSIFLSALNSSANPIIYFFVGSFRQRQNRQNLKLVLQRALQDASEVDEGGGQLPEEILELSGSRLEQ
TRPC4 act – activators of mouse TRPC4 channel, primary screen, Fluo4 calcium, HEK293 TRPC4beta/mu-opioid cells; actives 0.49% (n = 310,000); Fluo4 calcium fluorescence; stronger effect = higher value; AID 2237, 2010; B-score at 10 µM; Short transient receptor potential channel 4 (Mus musculus), Q9QUQ5;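 active means B-score above 5 SD of library B-scores, and initial fluorescence ratio not above library mean plus 5 SD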;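 further: positive B-score marks a calcium rise read as TRPC4 activation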
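System – HEK293 cells stably co-expressing mouse TRPC4beta and mu-opioid receptor · Signal – Fluo4 calcium-sensitive dye fluorescence, kinetic, 1 Hz baseline · Benchmarks – buffer (low) and maximal DAMGO (high) · Read-out – B score of integrated fluorescence ratio per well · Incubation – dye loading 45 min room temperature, 110 s kinetic read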
MrgX1 agonist – agonists of human MrgX1 receptor, primary screen, HEK293 cells, Fluo-4 calcium flux | AID 588627, 2011 | Fluo-4 calcium fluorescence, agonist mode; stronger effect = higher value | B-score at 10 µM | actives 0.44% (n = 310,000);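 active means calcium response B-score plate-corrected fluorescence ratio at least 3 library SD, with starting fluorescence B-score inside 5 SD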
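Material: MrgX1-expressing HEK293 cells; input: 15,000 cells per well; doses: test compound given as first of three sequential additions; schedule: overnight plating before 1 h dye loading; technique: Fluo-4 NW calcium-flux fluorescence, kinetic read; evaluation: baseline-normalised fluorescence change ratio, B-scored; control set: plate-wise positive and negative controls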
MrgX1 allo act – positive allosteric modulators of MrgX1, primary screen, HEK293 cells, Fluo-4 calcium flux | FDSS; stronger effect = higher value | actives 0.63% (n = 310,000) | AID 588675, 2011 | B-score at 10 µM | Mas-related G-protein coupled receptor member X1 (Homo sapiens), Q96LB2;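 active means plate-corrected calcium response at least 3 library SD above typical, normal starting fluorescence, not activating the receptor alone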;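 further: compound read alongside a low EC10 to EC30 dose of BAM8-22 agonist; peak minus trough fluorescence over baseline measured at the second addition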
TRPC6 inh – mouse TRPC6 channel inhibitors, primary screen, cell-based, HEK293, membrane potential dye | Short transient receptor potential channel 6 (Mus musculus), Q61143 | ACh-evoked depolarization; stronger effect = lower value | B-score at 10 µM | actives 1.1% (n = 310,000) | AID 2553, 2010;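 active means B-score under library mean minus 3 SD, initial fluorescence not abnormally high, positive integrated signal ratio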;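 further: B-score derived from integrated fluorescence ratio over the kinetic read; more negative B-score means stronger inhibition of depolarization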
TRPC4 PAM – positive allosteric modulators of TRPC4, primary screen, cell-based, mouse TRPC4beta, HEK293 mu-opioid, Fluo-4 calcium; B-score at 10 µM; actives 0.42% (n = 310,000); AID 2227, 2009; DAMGO EC20, Fluo-4 Ca2+ flux; stronger effect = higher value; Short transient receptor potential channel 4 (Mus musculus), Q9QUQ5;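 active means B-score of calcium response area above 5 SD of library B-scores, with initial fluorescence ratio within 5 SD of library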;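 further: B-score of integrated fluorescence ratio over time as area under calcium response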
The depositor's hits bear a star; i = inactive; . = no result given.

SMILES	TMEM16A act	ANO1 block	RGS4 inh	TRPC4 inh	TRPC6 act	MrgX1 antagonist	TRPC4 act	MrgX1 agonist	MrgX1 allo act	TRPC6 inh	TRPC4 PAM
CC1=CC(C)(C)Nc2ccc(Cc3ccc4c(c3)C(C)=CC(C)(C)N4)cc21	i	i	i	i	i	i	i	i	i	i	i
COc1cc(OC)cc(C(=O)Oc2ccc(/C=N/Nc3nc4ccccc4s3)cc2OC)c1	i	i	i	i	i	i	i	i	i	i	i
COc1ccc(CNS(=O)(=O)c2ccc3c(c2)NC(=O)C(C)S3)cc1 (configuration not stated)	i	i	i	i	i	i	i	i	i	i	i
Cc1ccc(C(CC(=O)O)C2CCOC(C)(C)C2)cc1 (configuration not stated)	i	i	i	i	i	i	i	i	i	i	i
COc1ccc(NS(=O)(=O)c2ccc(S(=O)(=O)N3CCCC3)cc2)cc1Cl	i	i	i	i	i	i	i	i	i	i	i
Cn1nccc1NC(=O)Nc1ccc(Cl)cc1	i	i	i	i	i	i	i	i	i	i	i
CC1(c2nnc(-c3cccc(Cl)c3)o2)CC(c2cccnc2)=NO1 (configuration not stated)	i	i	i	i	i	i	i	i	i	i	i
C=C(C)COc1ccc2oc(C)c(C(=O)OCCOC)c2c1	i	i	i	i	i	i	i	i	i	i	i
CCOC(=O)c1[nH]cnc1C(=O)Nc1ccc(C)cc1	i	i	i	i	i	i	i	i	i	i	i
CCCNC(=O)c1onc(CSc2ccc(F)cc2)c1C(=O)NCCOC	i	i	i	i	i	i	i	i	i	i	i
O=C(Nc1nc2ccc(Cl)cc2s1)C1CCCO1 (configuration not stated)	i	i	i	i	i	i	i	i	i	i	i
O=C(O)c1cccc(N2CCCC2)c1	i	i	i	i	i	i	i	i	i	i	i
O=C(Nc1cccc(F)c1)N1CCC(c2ccccc2)CC1	i	i	i	i	i	i	i	i	i	i	i
CCOc1ccc(-n2c(SCC(=O)O)nc3sc4c(c3c2=O)CCCC4)cc1	i	i	i	i	i	i	i	i	i	i	16*
O=C(Nc1ccc(O)cc1)/C(=C\c1ccncc1)NC(=O)c1ccccc1	i	i	i	i	i	i	i	i	i	i	i
Cn1nc(C(=O)NCc2ccc(F)cc2)c2c1-c1ccccc1S(=O)(=O)C2	i	i	i	i	i	i	i	i	i	i	i
CC1CCN(c2ccc(C(F)(F)F)cc2N)CC1	i	i	i	i	i	i	i	i	i	i	i
CCOC(=O)C(C)(C)N(Cc1cccc(C)c1)S(=O)(=O)c1cccc([N+](=O)[O-])c1	i	i	i	i	i	i	i	i	i	i	i
Cc1ccc(-c2cc(C(=O)Nc3nn[nH]n3)c3ccccc3n2)c(C)c1	i	i	i	i	i	i	i	i	i	i	i
COc1ccccc1-n1nnnc1SCC(=O)NC1CCCCC1	i	i	i	i	i	i	i	i	i	i	i
Fc1ccc(C2=NN(c3ccccc3)C(c3ccco3)C2)cc1 (configuration not stated)	i	i	i	i	i	i	i	i	i	i	i
Clc1cccc(Cl)c1COn1nnc2ccccc21	i	i	i	i	i	i	i	i	i	i	i
CCOc1ccc(Nc2oc(-c3cccc(Cl)c3)nc2C#N)cc1	i	i	i	i	i	i	i	i	i	i	i
Cc1cccc(C(=O)NCC(=O)OCc2nnc(-c3ccccc3)o2)c1	i	i	i	i	i	i	i	i	i	i	i
CC(=O)N1CCN(c2ccc(NC(=O)c3ccco3)cc2Cl)CC1	i	i	i	i	i	i	i	i	i	i	i
SMILES	TMEM16A act	ANO1 block	RGS4 inh	TRPC4 inh	TRPC6 act	MrgX1 antagonist	TRPC4 act	MrgX1 agonist	MrgX1 allo act	TRPC6 inh	TRPC4 PAM
COCCCNC(=O)c1sc2ncnc(N3CCc4ccccc4C3)c2c1C	i	i	i	i	i	i	i	i	i	i	i
O=C(COC(=O)c1cc(=O)[nH]c2ccccc12)Nc1cccc(S(=O)(=O)N2CCOCC2)c1	i	i	i	i	i	i	i	i	i	i	i
CCN(CCn1cccn1)C(=O)c1cc(COc2ccc(F)cc2Cl)on1	i	i	i	i	i	i	i	i	i	i	i
CC(C)c1ccc(NC(=O)Cc2ccc(NC3=NC4CS(=O)(=O)CC4S3)cc2)cc1 (configuration not stated)	i	i	i	i	i	i	i	i	i	i	i
COc1ccc(C(CC(=O)O)N2Cc3ccccc3C2=O)cc1 (configuration not stated)	.	i	i	i	i	i	i	i	i	i	i
CN(C)CCN(Cc1ccccc1)S(=O)(=O)c1ccc2c(c1)n(C)c(=O)c(=O)n2C	i	i	i	i	i	i	i	i	i	i	i
Cc1ccc(N/C=C/c2onc(C)c2[N+](=O)[O-])cc1	i	i	i	i	i	i	i	i	i	i	i
OC(COC(c1ccccc1)c1ccccc1)CN1CCN(c2cccc(Cl)c2)CC1 (configuration not stated)	i	25*	i	i	i	i	i	i	i	i	i
O=C(NCc1nc2ccccc2[nH]1)c1ccc([N+](=O)[O-])cc1	i	i	i	i	i	i	i	i	i	i	i
COc1ccc(NS(=O)(=O)c2ccc(NC(=O)CCNS(=O)(=O)c3ccc(C)cc3)cc2)cc1	i	i	i	i	i	i	i	i	i	i	i
COc1ccc(NC(=O)COC(=O)c2c3c(nc4ccccc24)CCCC3)cc1	i	i	i	i	i	i	i	i	i	i	i
COc1cccc(C2NC(=O)CCC2[N+](=O)[O-])c1OC (configuration not stated)	i	i	i	i	i	i	i	i	i	i	i
O=C(CSC(=S)N1CCCC1)Nc1ncc(Cl)cc1Cl	i	i	i	i	i	i	i	i	i	i	i
COc1ccccc1CCc1nnc(CCC(=O)NC(C)Cc2cccs2)o1 (configuration not stated)	i	i	i	i	i	i	i	i	i	i	i
O=C(O)c1cc(Cl)ccc1-c1ccc(/C=C/c2cc(C(F)(F)F)[nH]c(=O)n2)o1	i	i	i	i	i	i	i	i	i	i	i
CCC(CC)COC(=O)C1=C(C)NC(=O)NC1c1ccc(N(C)C)cc1 (configuration not stated)	i	i	i	i	i	i	i	i	i	i	i
C/C(=N\Nc1nnc(C)c(=O)[nH]1)C(=O)O	i	i	i	i	i	i	i	i	i	i	i
CCOc1ccc(-n2ccc(=O)c(C(=O)Nc3ccc(S(=O)(=O)N4CCOCC4)cc3)n2)cc1	i	i	i	i	i	i	i	i	i	i	i
CCCOC(=O)c1ccc(Oc2coc3c(CN(CC)CC)c(O)ccc3c2=O)cc1	i	i	i	i	i	i	i	i	i	i	i
Cc1cccc(OCc2nnc(SCC(=O)Nc3ccc(C)c(C)c3)o2)c1	i	i	i	i	i	i	i	i	i	i	i
COc1ccc(OC)c(NC(=O)CN(Cc2ccc(Cl)cc2)S(C)(=O)=O)c1	i	i	i	i	i	i	i	i	i	i	i
CN(C)c1ccc(C(CNC(=O)c2cccs2)N(C)C)cc1 (configuration not stated)	i	i	i	i	i	i	i	i	i	i	i
C/C(=N\S(=O)(=O)c1ccc(C)cc1)N1CCCCC1	i	i	i	i	i	i	i	i	i	i	i
CCOC(=O)c1c(CN(C)C)n(C)c2ccc(OC(C)=O)cc12	i	i	i	i	i	i	i	i	i	i	i
O=C(CN1c2ccccc2S(=O)(=O)c2ccccc21)NCc1ccccc1	i	i	i	i	i	i	i	i	i	i	i
SMILES	TMEM16A act	ANO1 block	RGS4 inh	TRPC4 inh	TRPC6 act	MrgX1 antagonist	TRPC4 act	MrgX1 agonist	MrgX1 allo act	TRPC6 inh	TRPC4 PAM
COc1ccccc1Nc1ccc(C(=O)NC2CCCCC2)cn1	i	i	i	i	i	i	i	i	i	i	i
O=C(Nc1ccc(OC(=O)c2ccccc2)c(-c2nc3ccccc3s2)c1)c1ccccc1	i	i	i	i	i	i	i	i	i	i	i
CCCN1CCN(S(=O)(=O)c2ccc(-n3cnnn3)cc2)CC1	i	i	i	i	i	i	i	i	i	i	i
CCOC(=O)CN1NC2(CCCCCCC2)NC1=S	i	i	i	i	i	i	i	i	i	i	i
COc1ccccc1CC(=O)Nc1ccc(Cl)cc1C(=O)O	i	i	i	i	i	i	i	i	i	i	i
CCC(C(=O)N1CCc2ccccc2C1)n1nc(C)n2c(cc3occc32)c1=O (configuration not stated)	i	i	i	i	i	i	i	i	i	i	i
CCOC(=O)C(CC)Sc1nnc2c3cc(C)ccc3n(C)c2n1 (configuration not stated)	i	i	i	i	i	i	i	i	i	i	i
CCN(CC)CCCNC(=O)C1CCN(C(=O)c2oc3cc4sc(N(C)C)nc4cc3c2C)CC1	i	i	i	i	i	i	i	i	i	i	i
Cc1ccc(N2CN(S(=O)(=O)c3cccc([N+](=O)[O-])c3)c3nc4ccccc4nc32)cc1	i	i	i	i	i	i	i	i	i	i	i
Cn1nccc1C(=O)Nc1cccc(S(=O)(=O)N2CCOCC2)c1	i	i	i	i	i	i	i	i	i	i	i
Cc1cccc(C(=O)Nc2cccc(C(=O)N/N=C/c3ccccn3)c2)c1	i	i	i	i	i	i	i	i	i	i	i
NC(=S)NC1CC2C=CC1C2 (configuration not stated)	i	i	i	i	i	i	i	i	i	i	i
O=C(CNC(=O)c1ccccc1F)OCCOc1cccc(Cl)c1	i	i	i	i	i	i	i	i	i	i	i
C=C1CCC2C(C)(C)[C@@H](O)CC[C@@]2(C)[C@@H]1COc1ccc2ccc(=O)oc2c1 (some centres not stated)	i	i	i	i	i	i	i	i	i	i	i
CCc1cccc(NC(=O)Cn2c(=O)oc3cc(S(=O)(=O)N4CCOCC4)ccc32)c1	i	i	i	i	i	i	i	i	i	i	i
